Screening results as filed in PubChem BioAssay.
Htt clearance – compounds clearing mutant huntingtin protein; inhibition, % at 1.5 µM; AID 853; 47,000 compounds, 0.42% hits; HeLa Exon1htt(103Q)mCFP, aggregate imaging; zero = plate's median compound well;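 active means inhibition of aggregate fluorescence above about 70%, also judged a hit by eye on the cell image, limit read from the data, passing the limit was not always enough; inconclusive means no rule stated for this call; inactive means not judged a hit on image review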;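 further: cells exposed to compound for three days before fixation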
Htt clearance grain fraction – second read-out of Htt clearance, no call of its own (marks repeat the call); fraction fluorescence in grains; measured here: aggregate grain fluorescence fraction; stronger effect = lower value;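 scaled fraction of total cell fluorescence in grains with unit not stated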
* = called active by the depositor; ? = inconclusive; · = not tested or not shown. These rows are one share of the data. The share of hits here may be higher or lower than overall.

Molecule,Htt clearance,Htt clearance grain fraction
Cc1noc(C)c1CSc1nc2ccccc2c(=O)n1-c1ccc(F)cc1F,?,·
COc1ccc(CN(CC(=O)NCc2ccco2)C(=O)CCC(=O)Nc2nccs2)cc1,-155.2,48.8
Cn1c(=O)cc(SCC(=O)NCC2COc3ccccc3O2)c2ccccc21 (stereo unspecified),-383.7,153
CC(O)c1cccc(NC(=O)CCC(=O)O)c1 (stereo unspecified),-61.9,35.8
C=CCSc1nc2c(cc1C#N)CCC2,-11.9,21.9
Cc1cccc2cc(CN(Cc3nnnn3Cc3ccccc3)C3CCCC3)c(=O)[nH]c12,57.7,7.5
Cc1ccc(N(CC(=O)NCC2CCCO2)S(C)(=O)=O)cc1Cl (stereo unspecified),-16.6,54
CC1CC(C)(C)NCCNC(C)CC(C)(C)NCCN1 (stereo unspecified),0.4,34
Cn1c(=O)c2c(nc(CN3CCN(c4ccccc4F)CC3)n2CCCc2ccccc2)n(C)c1=O,-32.3,23.6
CCC(=O)Nc1ccccc1C(=O)N1CCN(Cc2ccccc2)CC1,-27.9,24.5

Complete entries, looked up by structure. Order of screens: Htt clearance	Htt clearance grain fraction
Cn1c(=O)c2c(nc(CN3CCN(c4ccccc4F)CC3)n2CCCc2ccccc2)n(C)c1=O across the screens: -32.3	23.6
Cc1noc(C)c1CSc1nc2ccccc2c(=O)n1-c1ccc(F)cc1F across the screens: ?	·
Cc1ccc(N(CC(=O)NCC2CCCO2)S(C)(=O)=O)cc1Cl (stereo unspecified) across the screens: -16.6	54
CC(O)c1cccc(NC(=O)CCC(=O)O)c1 (stereo unspecified) across the screens: -61.9	35.8

Following part:
Molecule,Htt clearance,Htt clearance grain fraction
Cn1c(CCc2ccccc2)nnc1SCC(=O)N1CCCC1,33.0,14.4
NC(=O)CSc1nnc(-c2ccc(S(=O)(=O)N3CCOCC3)cc2)n1CC1CCCO1 (stereo unspecified),27.9,15.4
O=C(Nc1sc2c(c1C(=O)NCC1CCCO1)CCCC2)c1cccs1 (stereo unspecified),11.1,19.6
CN1CC(=O)NC1=NC(=O)c1cc(F)c(F)cc1Cl,-11.9,41.1
Cc1ccc(N(C(C)C(=O)Nc2ccc(S(=O)(=O)N3CCOCC3)cc2)S(C)(=O)=O)cc1 (stereo unspecified),35.7,12.5
CCOC(=O)c1cccc(NC(=O)CSc2nnc(-c3ccoc3C)n2CCOC)c1,-62.5,26.5
Cc1ccc(N2C(=O)C3C4CC(=O)C(c5ccccc54)C3C2=O)cc1 (stereo unspecified),2.9,20.8
COc1cccc(N2CC(C(=O)Nc3ccc(C(=O)OC(C)C)cc3)CC2=O)c1 (stereo unspecified),45.2,10.7
CC1CCN(S(=O)(=O)c2ccc(NC(=O)CSc3nnnn3C)cc2)CC1,-22.0,53.9
CS(=O)(=O)N1CCN(c2ncccn2)CC1,16.1,16.9
Cc1cc(C)c2[nH]c(=O)c(CN(Cc3ccco3)C(=O)C3CCCO3)cc2c1 (stereo unspecified),29.6,14.6
CCOC(=O)NC(NC(=O)OCC)C(=O)c1ccc(F)cc1,-3.8,38.2
COc1ccc(Cl)cc1NC(=O)c1ocnc1C,-8.1,43.3
CCCCCCC(=O)Nc1nc(C)c(-c2csc(Nc3cc(Cl)ccc3OC)n2)s1,15.6,32.8
Cc1ccc2nc(-c3ccccn3)cc(C(=O)NC3CCN(C)CC3)c2c1,6.1,17.1
COc1ccc(C(=O)c2ccc(N3CCN(C4CC(=O)NC4=O)CC3)cc2)cc1F (stereo unspecified),-45.7,29.9
CCOCCCN1C(=O)CN(C2CCCCC2)C(=O)C1c1ccc(OC)c(OC)c1 (stereo unspecified),-102.8,38.8
CCSCCNC(=O)c1cc(-n2cnnc2)ccc1Cl,-7.5,20.4
CC(=O)Nc1cccc(Oc2ccc(-c3noc(C)n3)cc2)c1,0.3,23.6
CCN1C(=O)N(C)C2(c3ccccc3)N(C)C(=O)N(C)C12c1ccccc1 (stereo unspecified),6.4,17.9
COc1cc2[nH]c3c(N4CCN(c5ccccn5)CC4)ncnc3c2cc1OC,-0.5,38.3
CCCOc1c(OC)cccc1C1CC(=O)Nc2cc(OC)c(OC)c(OC)c21 (stereo unspecified),-146.5,51.6
COc1ccccc1OCc1nnc(SCC(=O)NCc2ccco2)n1-c1ccccc1,26.8,14.3
COc1ccccc1-c1nc2n(n1)C(c1ccccc1Cl)C(C(N)=O)=C(C)N2 (stereo unspecified),15.4,42
CC1(C)N=C(c2ccccc2)C(=O)N1,25.7,15.6
CC(=O)c1cn(CC(=O)NCc2ccco2)c2ccccc12,-16.7,45.1
COc1ccc(C2C(C(=O)N3CC(C)CC(C)C3)c3ccccc3C(=O)N2C)cc1 (stereo unspecified),-5.1,37.8
CSc1nsc(SC)c1NC(=O)N1CCCC1,-10.1,39.5
Cc1cc(Cl)c(S(=O)(=O)N2CCCCCC2)cc1OCC(N)=O,-37.3,28.2
Cc1cc(C)cc(NC(=O)CSc2nnc(-c3ccc(S(=O)(=O)N4CCCC4)cc3)o2)c1,21.8,29.3
C=C(C)n1c(=O)[nH]c2ccccc21,20.6,16.6
CC(C)N1C(=O)CCC1C(=O)NCCc1ccccc1 (stereo unspecified),-5.4,44.7
CN(Cc1ccccc1)C(=O)Nc1ccccc1,-13.6,21.3
CC1CCC2(CC1)NC(=S)N(c1ccccc1)N2 (stereo unspecified),25.3,13.3
COc1ccccc1CN(Cc1nc2ccccc2c(=O)[nH]1)C(=O)Nc1ccccc1,10.3,14.8
Cn1c(C(O)c2ccc3c(c2)OCO3)nc2ccccc21 (stereo unspecified),51.1,9.65
CCc1ccc(C2(C)SC(NC(C)=O)=NN2C(C)=O)cc1 (stereo unspecified),42.8,11.8
Cc1cccc(N2CCN(C(=O)Cn3cccc3)CC2)c1C,-8.5,53.9
O=C(CSc1nnc(-c2cccs2)n1-c1ccccc1)Nc1ccccc1,-2.3,35.4
CCOC(=O)C1CCN(C=Nc2cc(C)on2)CC1,-15.7,39.8
Cc1ccc(SCCC(=O)NC(C)C)cc1,30.3,13.4
O=S(=O)(NCc1ccccc1)c1cnc[nH]1,26.2,14.4
CCC(C)C(NC(=O)c1ccccc1NC(=O)c1ccco1)C(=O)O (stereo unspecified),-4.0,23
O=C(CCC(=O)N(c1ccccc1)C(C(=O)NC1CCCC1)c1ccncc1)Nc1cccnc1 (stereo unspecified),1.3,18.4
COc1ccc(-c2nc3c(c(=O)n(C)c(=O)n3C)n2CC2CC(c3ccccc3)=NO2)cc1OC (stereo unspecified),-61.9,32.5
O=C(O)CN(Cc1ccco1)S(=O)(=O)c1ccc(F)cc1,54.3,15.6
COn1c(SC(C)C)nc2ccccc2c1=O,20.7,30.7
Cc1nc2sc(C(c3ccc(Cl)cc3)N3CCN(C(=O)c4ccco4)CC3)c(O)n2n1 (stereo unspecified),24.0,25.8
CC(C)C(NC(=O)CN1C(=O)c2ccccc2S1(=O)=O)C(C)C,-15.9,52.3
CCC(C)NC(=O)c1ccccc1NC(=O)c1ccccc1N(C)S(C)(=O)=O (stereo unspecified),-15.1,22.1

Other structures follow.
Molecule,Htt clearance,Htt clearance grain fraction
Cc1csc(NC(=O)CSc2nncn2C)n1,-36.6,22.5
CC(C)(C)NC(=O)C(c1ccccc1)N(C(=O)c1ccco1)C1CC1 (stereo unspecified),-28.9,26.7
CC(C)C(C)NC(=O)CSc1nc2scc(-c3ccco3)c2c(=O)n1-c1ccccc1 (stereo unspecified),-24.9,24.6
CCc1cc2c(C)cc(=O)oc2cc1OC(=O)C1CCCN1C(=O)OC(C)(C)C (stereo unspecified),41.0,22.1
O=C(OCn1nnc2ccccc2c1=O)c1cccnc1Cl,23.4,17.9
COc1cccc(NC(=O)c2ccccc2-c2nc(-c3ccc(Cl)cc3)no2)c1,44.8,22.2
CCN(CC)c1ccc(C=Nc2ccc(C)cc2)c(O)c1,-16.4,20.8
CCSc1nc(O)c(Cc2ccccc2)c(=O)[nH]1,15.7,15.7
COc1ccc(S(=O)(=O)Nc2c(C(=O)O)[nH]c3ccccc23)c(OC)c1,-19.9,43.5
CN(C)C=C1C(=O)c2ccccc2C1=O,-82.2,32.3

As a working copy, 7 of the compounds above.
Molecule,Htt clearance,Htt clearance grain fraction
Cc1noc(C)c1CSc1nc2ccccc2c(=O)n1-c1ccc(F)cc1F,?,·
COc1ccc(CN(CC(=O)NCc2ccco2)C(=O)CCC(=O)Nc2nccs2)cc1,-155.2,48.8
Cn1c(=O)cc(SCC(=O)NCC2COc3ccccc3O2)c2ccccc21 (stereo unspecified),-383.7,153
CC(O)c1cccc(NC(=O)CCC(=O)O)c1 (stereo unspecified),-61.9,35.8
C=CCSc1nc2c(cc1C#N)CCC2,-11.9,21.9
Cc1cccc2cc(CN(Cc3nnnn3Cc3ccccc3)C3CCCC3)c(=O)[nH]c12,57.7,7.5
Cc1ccc(N(CC(=O)NCC2CCCO2)S(C)(=O)=O)cc1Cl (stereo unspecified),-16.6,54

Following part
Molecule,Htt clearance,Htt clearance grain fraction
O=C(O)c1ccc2c(c1)N(Cc1ccccc1F)C(=O)c1ccccc1S2=O (stereo unspecified),-29.9,40.1
CCOC(=O)c1cnc2ccc(OCC)cc2c1N1CCN(c2ccccc2)CC1,16.2,35.2
COc1ccc(C2CC(=O)C(C=NCCN3CCOCC3)=C(O)C2)cc1 (stereo unspecified),11.7,30.9
CCOC(=O)CCc1c(C)nc(SCCN2CCCC2)c(C#N)c1C,-41.1,51.8
Cc1c(C(=O)c2ccc(Cl)c(Cl)c2)cnc2cc3c(cc12)OCO3,-43.7,28
COc1ccc(-c2noc(CN3CCN(c4ccccc4F)CC3)n2)cc1OC,-10.6,41.3
CCSc1ccccc1C(=O)N1CCN(c2ccccc2F)CC1,21.1,13.8
O=C1CC(C(=O)Nc2ccccc2C(=O)O)C(c2ccccc2)O1 (stereo unspecified),27.9,26.7
Cn1c(=NC(=O)CCl)sc2ccccc21,-189.5,104
Cc1ccc(OCC(=O)NCC(=O)n2nc(C)cc2C)cc1,-43.2,52.6
Cc1cccc(-c2c3c(=O)n(C)c(=O)n(C)c3c3nnc4ccccc4n23)c1,8.1,15.8
COc1ccc(OC)c(S(=O)(=O)Nc2ccc(C(N)=O)cc2)c1,-17.4,22.3
CC(=O)c1cccc(NC(=O)CCC2CCCC2)c1,56.2,19
C=CCn1c(-c2ccc(OC)cc2)nc2ccccc21,-31.0,25.4
N#Cc1ccccc1S(=O)(=O)N1CCN(c2ccc(S(=O)(=O)N3CCOCC3)cn2)CC1,-60.7,48.1
O=C(NC1CCCCC1)C(c1cccs1)N(C(=O)c1ccco1)c1ccc2c(c1)OCCO2 (stereo unspecified),-12.3,22.5
COc1ccc(S(=O)(=O)NCC(=O)N(CC(=O)NCC2CCCO2)c2ccccc2C)cc1 (stereo unspecified),-37.8,26.6
CCCc1cc(N2CCN(C(=O)c3ccco3)CC2)n2c(nc3ccccc32)c1C#N,21.7,21.9
CCOc1ccc(S(=O)(=O)Nc2cccc(C(=O)N3CCN(c4ccc(OC)cc4)CC3)c2)cc1,-39.1,41.6
CCc1nnc(NC(=O)C2CC(=O)N(CCc3ccccc3)C2)s1 (stereo unspecified),11.5,38.9
CC1CCN(S(=O)(=O)c2ccc(S(=O)(=O)NCC(=O)C(C)(C)C)cc2)CC1,-0.9,44.6
O=c1[nH]c2cc3c(cc2cc1CN(CCO)S(=O)(=O)c1ccccc1Cl)OCCO3,18.8,16
O=S(=O)(c1ccc2oc3ccc(S(=O)(=O)N4CCCC4)cc3c2c1)N1CCCC1,13.5,15.1
O=[N+]([O-])c1ccc2c(c1)oc1ccccc12,35.4,25.7
O=S(=O)(c1ccc2c(c1)nc1n2CCC1)N1CCOCC1,-21.4,20
c1ccc(COc2cccc(CNn3cnnc3)c2)cc1,-43.7,26.9
Cc1c[nH]c2cccc(OCC(O)CNC(C)(C)C)c12 (stereo unspecified),-26.9,58.7
CCOC(=O)CCSc1nc(C)c2ccccc2n1,27.5,15.9
O=C(NCc1ccco1)C1(S(=O)(=O)c2ccc(Cl)cc2)CC1,47.7,10.5
O=C(CNc1cccc(Cl)c1)c1ccc(Cl)cc1,24.6,25.2
CS(=O)(=O)N(CC(=O)N/N=C/c1cccc2c1OCCO2)c1ccccc1Br,-2.9,31.3
COc1ccc(Br)cc1S(=O)(=O)N1CCN=C1C,-40.1,51.9
[N-]=[N+]=CC(=O)c1ccnc(C(=O)C=[N+]=[N-])c1,-5.1,45
CCOC(=O)c1c(NC(=O)Cn2nnc(-c3ccc(Cl)cc3)n2)sc(CC)c1C,34.8,13.8
CCOC(=O)CSc1nnc2cc(C)c3ccccc3n12,19.4,14.4
CCn1c(SCC(=O)Nc2ccc(NC(C)=O)cc2)nnc1C1CC1,3.5,35.4
COc1ccccc1NC(=O)C(=O)Nc1ccccn1,-25.8,36.8
c1ccc(OCCCc2nc(-c3cccnc3)no2)cc1,-47.1,31.1
COc1ccc(CCNC(=O)CNCC2CCCO2)cc1OC (stereo unspecified),20.5,15.2
Cc1cc(C)c2[nH]c(=O)c(C(c3nnnn3CC3CCCO3)N3CCCC(C)C3)cc2c1 (stereo unspecified),57.0,16.1
CC(=O)N(c1ccc(N(C(C)=O)S(=O)(=O)c2cccs2)cc1)S(=O)(=O)c1cccs1,11.3,17.3
CC(C)(C)n1nnnc1C(c1cccs1)N(Cc1ccc(Cl)cc1)CC1CCCO1 (stereo unspecified),23.3,23.6
C=CCNc1nc(-c2cccc(OC)c2O)nc2ccccc12,13.1,29.4
